Screening data (PubChem)
BAZ2B block: inhibitors of human BAZ2B bromodomain; AlphaScreen BAZ2B-H3K14Ac peptide displacement; Q9UIF8; 4.4% of 360,000 active; Potency, µM (top dose mostly 114 µM), without a hit: at the highest dose activity change, negative = inhibition, usual class: inhibitors; note: potency is the fitted concentration of half-maximal effect; % is set by controls: 0 for no effect and ±100 for the full control effect; nearly all actives have a fitted effect of over 60% in size
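AlphaScreen luminescence quantifies BAZ2B engagement of H3K14Ac peptide; the protein and biotinylated peptide are both at 50 nM final, buffer PBS pH 7.4 with 0.01% Tween-20, all steps at room temperature.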
G9a block: inhibitors of human histone lysine methyltransferase G9a | Q96KQ7 | G9a H3K9 monomethylation, AlphaScreen, 2 h | Potency, µM (highest dose often 102 µM), inactives show at the top dose activity, negative = inhibition, usual class: inhibitors | 8.8% of 350,000 active; note: potency is the fitted concentration of half-maximal effect; % is set by controls: 0 for no effect and ±100 for the full control effect; nearly all actives have a fitted effect of over 75% in size
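Methyltransferase reactions run at room temperature for 2 h (20 nM enzyme, 500 nM biotin-H3K9 peptide, 20 uM SAM) after a 15 min compound preincubation; product detected by AlphaScreen beads and anti-H3K9me1 antibody.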
PGK inhibitor: blocks T. brucei phosphoglycerate kinase; AID 602233; 0.043% of 380,000 active; Potency, µM (top dose mostly 57.5 µM), without a hit: at the top dose activity change, negative = inhibition, hits mostly inhibitors; PGK/GAPDH coupled, Kinase-Glo luminescence, 60 min; note: potency is the fitted concentration of half-maximal effect; % is set by controls: 0 for no effect and ±100 for the full control effect; nearly all actives have a fitted effect of over 60% in size
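Recombinant glycosomal PGK reaction used 1,3-bisphosphoglycerate generated in-well by GAPDH (100nM final) in 100mM TEA pH 7.6, 5mM MgCl2, 0.01% Tween-20. After 60 minutes at room temperature, ATP was read by Kinase-Glo Plus luminescence end-point.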
PI4K2A inh: inhibitors of human PI4K2A. purified PI4K2A, ADP-Glo luminescence, 1 h; hits give low values. 0.13% of 420,000 active. Q9BTU6. AID 1346378. activity change, negative = inhibition, % at 76.9 µM; in the data active = activity change below about -50%; inconclusive = mostly about -30% to -49%;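 note: -100% = wells without enzyme as full effect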
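PI4K2A activity was measured by ADP-Glo luminescence: enzyme (4 ug/mL stock) and phosphatidylinositol (1.2 mM stock) in Tris pH 7.5/MgCl2/EGTA/Triton X-100 buffer were reacted with ATP (300 microM stock) for one hour at ambient temperature.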
Pol eta inh: DNA polymerase eta (human) inhibition | Q9Y253 | recombinant Pol eta, fluorescent DNA replication assay | Potency, µM (top dose mostly 114 µM), inactives show top-dose activity change, negative = inhibition, hits mostly inhibitors | 1.2% of 390,000 active; note: potency is the fitted concentration of half-maximal effect; % is set by controls: 0 for no effect and ±100 for the full control effect
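Pol eta (10 nM) was preincubated with compounds for 15 min at room temperature, after which fluorescent replication substrate (50 nM final) was added to start the reaction. Fluorescence was read kinetically at 0 and 10 min.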
JMJD2A Tudor inh: blocks the human JMJD2A Tudor domain. O75164. AlphaScreen JMJD2A-Tudor / H3K4me3 peptide binding. Potency, µM (series often up to 114 µM), for inactives: at the top dose activity change, negative = inhibition, usual class: inhibitors. 4.4% of 390,000 active. AID 504339; note: potency is the fitted concentration of half-maximal effect; % is set by controls: 0 for no effect and ±100 for the full control effect; nearly all actives have a fitted effect of over 50% in size
Target sequence (O75164 whole entry, looked up, the tested form may be a part): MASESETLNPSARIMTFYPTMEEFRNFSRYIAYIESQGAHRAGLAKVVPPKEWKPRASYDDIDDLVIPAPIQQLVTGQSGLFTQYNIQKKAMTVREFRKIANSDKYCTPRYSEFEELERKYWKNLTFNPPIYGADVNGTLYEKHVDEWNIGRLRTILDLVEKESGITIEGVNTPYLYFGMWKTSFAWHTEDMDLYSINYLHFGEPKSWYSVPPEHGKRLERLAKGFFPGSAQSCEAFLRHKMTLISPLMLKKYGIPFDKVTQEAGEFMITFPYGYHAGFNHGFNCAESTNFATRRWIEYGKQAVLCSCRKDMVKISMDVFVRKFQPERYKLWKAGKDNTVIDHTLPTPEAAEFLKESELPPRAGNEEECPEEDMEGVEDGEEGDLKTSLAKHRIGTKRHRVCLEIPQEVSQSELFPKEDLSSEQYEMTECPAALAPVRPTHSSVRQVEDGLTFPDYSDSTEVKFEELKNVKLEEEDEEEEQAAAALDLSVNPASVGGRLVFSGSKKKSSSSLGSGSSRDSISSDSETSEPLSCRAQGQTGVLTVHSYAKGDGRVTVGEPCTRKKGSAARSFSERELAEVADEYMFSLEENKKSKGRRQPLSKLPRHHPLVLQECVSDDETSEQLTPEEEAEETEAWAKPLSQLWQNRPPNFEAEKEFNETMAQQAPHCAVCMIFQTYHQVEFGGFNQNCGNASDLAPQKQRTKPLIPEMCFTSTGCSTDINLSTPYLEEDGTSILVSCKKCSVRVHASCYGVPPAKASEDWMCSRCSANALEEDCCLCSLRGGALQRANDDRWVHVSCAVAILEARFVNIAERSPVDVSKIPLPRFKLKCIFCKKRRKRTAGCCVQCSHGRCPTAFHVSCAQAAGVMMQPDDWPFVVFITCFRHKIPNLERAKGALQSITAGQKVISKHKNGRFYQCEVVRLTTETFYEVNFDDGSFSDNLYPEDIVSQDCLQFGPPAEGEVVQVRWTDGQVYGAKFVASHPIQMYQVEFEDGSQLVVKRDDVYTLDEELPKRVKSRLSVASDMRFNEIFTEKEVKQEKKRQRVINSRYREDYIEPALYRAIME
HP1b binding inh: inhibitors of HP1-beta chromodomain binding to methylated histone tails; P83916; AlphaScreen HP1-beta / biotin-H3K9me3 peptide binding; 0.56% of 390,000 active; Potency, µM (doses to about 114 µM), inactives show top-dose activity change, negative = inhibition, actives largely listed as inhibitors; AID 540317; note: potency is the fitted concentration of half-maximal effect; nearly all actives have a fitted effect of over 70% in size; inactives centre near 23
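AlphaScreen: HP1-beta (50 nM) preformed 30 min with biotin-H3(1-18)K9me3 peptide (50 nM) in PBS pH 7.4, 0.01% Tween-20. Compound added for 30 min at RT, then streptavidin donor/nickel chelate acceptor beads (10 ug/mL) for 30 min.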
GLS inhibitor: blocks human kidney-isoform glutaminase activity; O94925; GLS enzymatic activity, qHTS titration; Potency, µM (series often up to 45.5 µM), without a hit: top-dose activity change, negative = inhibition, actives largely listed as inhibitors; 0.21% of 410,000 active; AID 624170; note: potency is the fitted concentration of half-maximal effect; % is set by controls: 0 for no effect and ±100 for the full control effect
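Compounds were pin-transferred onto hKGA, after which L-glutamine (1 mM solution) and a detection mix of glutamate oxidase, HRP and Amplex Red were added. Initial and 30 min RT fluorescence reads were collected.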
Pin1 inh: blocks the human prolyl isomerase Pin1; Q13526; Pin1 FP peptide displacement, HiFluor488, 10 min; Potency, µM (titrated, usually from 115 µM), for the others: at the highest dose activity, negative = inhibition, actives largely listed as inhibitors; 0.009% of 390,000 active; AID 504891; active = well fitted inhibition curve with a large enough effect in the polarisation, with a control signal flat, not every such curve was filed as active; inconclusive = small, poorly fitted or top-dose-only effect, or effect the other way, or a change in a side signal; inactive = no such curve, though single readings can be large or run the other way; the % refers to the polarisation; note: potency is the fitted concentration of half-maximal effect; % is set by controls: 0 for no effect and ±100 for the full control effect
* hit, by the source's call; i = inactive; ? = inconclusive; nt = not tested or not shown; [ ] = remark or other dose. Unless noted, calls come from the whole dose curve; as a rule, active = well fitted curve in the direction sought with a large enough effect; inconclusive = small, poorly fitted or top-dose-only effect, or another doubt; inactive = no such curve, though single readings can be large; an effect the other way counts as inactive or inconclusive.

BAZ2B block	G9a block	PGK inhibitor	PI4K2A inh	Pol eta inh	JMJD2A Tudor inh	HP1b binding inh	GLS inhibitor	Pin1 inh	SMILES
-2%	54%	-10%	-10	-13%	26%	32%	3%	-1%	Cc1nn(-c2ccccc2)c(Cl)c1/C=N/NC(=O)c1ccn[nH]1
20%	34%[activator]	-6%	0	-9%	9%	96%[activator]	0%	-1%	CCCCOC(=O)c1ccc(NC(=O)c2cc(Cl)ccc2OC)cc1
nt	7%	5%	6	-14%	3%	36%	3%	-1%	CC(C)N(Cc1ccccc1)C(=S)Nc1ccc(F)cc1
-5%	18%[59 µM]	8%	0	-17%	-12%	16%	21%	1%	CCOC(=O)c1cccc(NC(c2nnc(-c3ccccc3)o2)c2ccccc2F)c1 (centres undefined)
2%	-7%	i	-5	-15%	1%	15%	-9%	0%	CCOC(=O)CSC1=N/C(=C\c2ccc(OC)c(OC)c2)C(=O)N1C
-14%	-12%[59 µM]	-6%	0	-13%	-15%	43%[activator]	0%	14%	CCOC(=O)c1[nH]c(C)c(C(=O)NCc2ccccc2Cl)c1C
-11%	10%[59 µM]	-1%	-2	-15%	-8%	24%	7%	-1%	COc1cc(Cl)c(C)cc1NC(=O)CCCn1c(=O)oc2ccccc21
-20%[57.1 µM]	31%	0%	-1	-8%	-7%	16%	6%	5%	COc1cccc(OC)c1C(=O)Nc1cc(C)on1
?	-10%[59 µM]	-2%	3	-15%	?	5%	10%	-4%	COc1ccccc1N1CCN(CC(O)COCCOc2ccc(Br)cc2)CC1 (centres undefined)
-15%	17%	-7%	-8	-6%	-11%[57.1 µM]	33%	-2%	3%	CCN(CC)C1CCN(C(=O)CCc2nnc(CCCCc3ccccc3)o2)C1 (centres undefined)

Ordered by value in G9a block (ascending): some entries from above
BAZ2B block	G9a block	PGK inhibitor	PI4K2A inh	Pol eta inh	JMJD2A Tudor inh	HP1b binding inh	GLS inhibitor	Pin1 inh	SMILES
-15%	17%	-7%	-8	-6%	-11%[57.1 µM]	33%	-2%	3%	CCN(CC)C1CCN(C(=O)CCc2nnc(CCCCc3ccccc3)o2)C1 (centres undefined)
-20%[57.1 µM]	31%	0%	-1	-8%	-7%	16%	6%	5%	COc1cccc(OC)c1C(=O)Nc1cc(C)on1
-2%	54%	-10%	-10	-13%	26%	32%	3%	-1%	Cc1nn(-c2ccccc2)c(Cl)c1/C=N/NC(=O)c1ccn[nH]1

The listing picks up; the five compounds before the break are reprinted first.
BAZ2B block	G9a block	PGK inhibitor	PI4K2A inh	Pol eta inh	JMJD2A Tudor inh	HP1b binding inh	GLS inhibitor	Pin1 inh	SMILES
-14%	-12%[59 µM]	-6%	0	-13%	-15%	43%[activator]	0%	14%	CCOC(=O)c1[nH]c(C)c(C(=O)NCc2ccccc2Cl)c1C
-11%	10%[59 µM]	-1%	-2	-15%	-8%	24%	7%	-1%	COc1cc(Cl)c(C)cc1NC(=O)CCCn1c(=O)oc2ccccc21
-20%[57.1 µM]	31%	0%	-1	-8%	-7%	16%	6%	5%	COc1cccc(OC)c1C(=O)Nc1cc(C)on1
?	-10%[59 µM]	-2%	3	-15%	?	5%	10%	-4%	COc1ccccc1N1CCN(CC(O)COCCOc2ccc(Br)cc2)CC1 (centres undefined)
-15%	17%	-7%	-8	-6%	-11%[57.1 µM]	33%	-2%	3%	CCN(CC)C1CCN(C(=O)CCc2nnc(CCCCc3ccccc3)o2)C1 (centres undefined)
7%	-39%	-1%	2	11%	-2%	35%	-4%	3%	Cc1sc2ncn(CC(=O)NCC3COc4ccccc4O3)c(=O)c2c1S(=O)(=O)N1CCCCC1 (centres undefined)
-31%	-23%[0.501 µM]	i	3	-10%	-30%	18%	2%	-5%	Cn1cnnc1SCC(=O)Nc1ccc(Oc2ccccc2)cc1
-1%	-26%[59 µM]	i	0	-9%	-11%	24%	3%	-1%	O=c1c2sccc2n(Cc2cc(=O)n3ccccc3n2)c(=O)n1-c1cc(F)ccc1F
46%[activator]	76%[activator]	-4%	-2	-11%	92%[activator]	161%[activator]	0%	-2%	O=C1[C@H]2C(c3ccccc3)=NN(c3ccccc3)[C@H]2C(=O)N1c1ccccc1
-23%	23%	10%	4	-23%	-5%	22%	-1%	1%	O=C(Nc1ccccc1F)c1ccc(CN2CCc3ccccc3C2)cc1
?	nt	3%	3	-11%	-8%	7%	7%	-3%	O=S(=O)(NC1CCCCC1N1CCN(c2ccc(F)cc2)CC1)c1ccccc1 (centres undefined)
10%[0.457 µM]	33%[59 µM]	-3%	0	-2%	-10%	29%	-21%	1%	Cc1c(NC(=O)CSCc2ccc(Cl)cc2Cl)cccc1C(=O)O
nt	nt	-8%	-9	-9%	-24%	-9%	-12%	-4%	Cc1ccc(C)c(NC(=S)NC(=O)c2cncc(Br)c2)c1
nt	nt	1%	-1	-14%	-2%	42%	-1%	6%	O=C(Cc1ccc(NC(=O)C2CCN(C(=O)c3ccccc3)CC2)cc1)Nc1cccc(C(=O)N2CCCCC2)c1
-7%	15%[59 µM]	nt	-1	nt	-9%	15%	0%	1%	COc1ccc(-c2cc3c(=O)n(CC(=O)Nc4cc(F)ccc4F)ccn3n2)cc1OC
-2%	4%	-1%	4	-6%	-10%	18%	-2%	3%	O=C(O)c1ccccc1C(=O)N1CCN(Cc2ccc3c(c2)OCO3)CC1
-4%	nt	6%	-2	-7%	-14%	32%	2%	-11%	Cc1cc(Cl)ccc1OC(C)C(=O)Nc1cnn(CCCC(=O)O)c1 (centres undefined)
-2%	10%[12.7 µM]	-4%	-5	-12%	-59%	27%	25%	-7%	CCCCn1c(NC(=O)c2ccc(Br)o2)c(S(=O)(=O)c2ccccc2)c2nc3ccccc3nc21
4%	13%[59 µM]	3%	2	-18%	1%	33%	5%	-4%	CCN(CCO)Cc1csc2ccc(Cl)cc12
-7%	nt	-9%	-1	-5%	-14%	7%	-2%	-8%	Cc1ccc2c(c1)c1nnc(SCC(=O)N3CCCc4ccccc43)nc1n2CC(=O)O
-13%	?	-7%	-1	-10%	-13%	25%	-4%	2%	O=C1CC(N2CCSCC2)C(=O)N1c1ccccc1 (centres undefined)
2%	11%	-2%	0	-20%	-9%	17%	-2%	-7%	CCCCn1nc(C(=O)N(CC(C)C)c2c(N)n(CCCC)c(=O)[nH]c2=O)c2ccccc2c1=O
-14%	10%	-2%	-4	-8%	-5%	40%[activator]	7%	0%	COc1ccccc1N1CCN(S(=O)(=O)CCNC(=O)c2cc(OC)c(OC)c(OC)c2)CC1
-1%	-6%	-10%	-3	-10%	11%	31%	-4%	-3%	COc1ccc(C(C)(C)C)cc1NC(=O)C1CCCO1 (centres undefined)
25%	226%[activator]	2%	1	-5%	33%	58%[activator]	0%	-9%	COc1ccc(OC(=O)c2c(C)nn(-c3ccccc3)c2C)cc1
35µM*	45µM*	i	3	-13%	?	?	0%	4%	COc1ccc(C(=O)CCC(=O)Nc2ccc(N3CCCCC3)cc2)cc1OC
-1%	-2%[59 µM]	-5%	-6	-3%	6%	-2%	1%	-12%	CCN(CC)C(=O)CSc1nnc(-c2ccco2)o1
?	?	-13%	1	-4%	5µM*	?	-1%	-5%	Cc1nn(-c2ccccc2)c(N2CCCC2)c1/C=N/Nc1ccc(S(=O)(=O)Nc2ccccc2)cc1[N+](=O)[O-]
-36%	8%	1%	1	-6%	-9%	30%	25%	-1%	COc1ccc2nc(/N=C/c3c(C)[nH]n(-c4ccc(C)cc4C)c3=O)sc2c1
-1%	-20%	-1%	-2	-1%	-8%	47%[activator]	-9%	2%	O=C(N/N=C\c1coc2ccccc2c1=O)c1ccco1
7%	-29%	i	-5	5%	-4%	31%[activator]	10%	-5%	CN1C(=O)NC(c2ccc(C(F)(F)F)cc2)C2=C1CC(C)(C)CC2=O (centres undefined)
9%	4%	2%	0	-6%	-10%	8%	8%	7%	CCN(CC(=O)NCc1ccc(F)cc1)C(=O)C1CCN(S(=O)(=O)c2ccc(C(C)C)cc2)CC1
?	?	-11%	-2	-12%	?	?	4%	35%[activator]	CC(/C=N/NC(=O)c1cc(-c2ccccc2)nc2ccccc12)=C\c1ccco1
7%	5%	i	-3	-14%	-3%	40%	-14%	2%	CCCN(CC(=O)Nc1ccccc1C)C(=O)CCCNC(=O)c1ccc(Cl)cc1
-10%	0%[0.501 µM]	8%	0	7%	-18%	45%[activator]	-3%	-9%	CCOC(=O)N1CCN(C(=O)c2cccc(N3C(=O)NC4CC3(C)Oc3ccc(Cl)cc34)c2)CC1 (centres undefined)
-18%	-28%[59 µM]	-8%	-8	-11%	-10%	-1%	20%	4%	CCc1nnc(NC(=O)[C@@H](NC(=O)c2cccc(S(=O)(=O)N3CCOCC3)c2)C(C)C)s1
-1%	6%[59 µM]	-6%	4	-5%	3%	22%[57 µM]	-4%	2%	Cc1cc(C)cc(NC(=O)CSCc2cc(=O)c3ccc(C)c(C)c3[nH]2)c1
-1%	50µM*	-11%	-11	-10%	-9%	10%	3%	9%	O=C(c1cc(-c2cccc(O)c2)on1)N1CCCC1
-37%	-9%[2.33 µM]	1%	-3	-14%	-32%	12%	11%	39%[activator]	CCN1C(=O)[C@@H]2[C@@H](c3ccc(-c4ccc(OC)cc4)c(OC)c3)N3CCCC[C@@]3(C(=O)OC)[C@@H]2C1=O
-2%	11%[59 µM]	-1%	-2	-17%	-11%	?	6%	49%[activator]	COC(=O)C1(C)CN(S(=O)(=O)c2ccc(C)cc2)c2cc(OC)ccc2C1=O (centres undefined)

The list is partial; rates above refer to the full screens.
